Screening data deposited in PubChem by National Center for Advancing Translational Sciences (NCATS).
D3 antag = blocks the human D3 dopamine receptor; max response, negative = inhibition, %; 2.5% of 360,000 active; D3R cells, DiscoveRx beta-arrestin luminescence, antagonist mode; active compounds read low; P35462; in the data active = max response below about -50%; inconclusive = no clear call, values can overlap the other calls; note: % is set by controls: 0 for no effect and ±100 for the full control effect; mostly tested at two doses, the higher about 12 µM
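Cells plated overnight at 1500 cells/well, then exposed to library compounds with dopamine controls for 90 minutes at 37 degrees C. DiscoveRx reagent added for 30–60 minutes at room temperature; luminescence read, quantitative HTS format.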
IL2 activator = activates IL-2 in a cell-based reporter assay | 0.065% of 360,000 active | AID 652025 | activation, % (series mostly up to about 46 µM) | IL-2 activation reporter assay, cell-based qHTS; stimulated with anti-CD3/CD4/CD28 beads; in transgenic mouse T cells; in the data active = activation above about 50%; inconclusive = mostly about 30% to 49%; note: 0% is about no effect
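Quantitative HTS in unstimulated transgenic mouse T cells, with memory T cells as non-tolerant control and PMA/ionomycin as tolerance-bypass control. Compound pretreatment lasted 60 minutes before 18 h bead stimulation; EGFP/DsRed fluorescence read.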
D3 ag = agonists of human D3 dopamine receptor; P35462; D3R DiscoveRx beta-arrestin cells, luminescence, 90 min; max activation, %; 0.58% of 410,000 active; in the data active = max activation above about 30%; note: 0% is about no effect; mostly tested at two doses, the higher about 12 µM
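Cells at 1500/well, incubated overnight, then treated with pinned compounds (dopamine as control) for 90 min at 37 degrees C. DiscoveRx reagent added for 30 - 60 minutes at room temperature; luminescence read.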
GLP-1R agonist = GLP-1 receptor (human) agonism; 0.007% of 380,000 active; P43220; HEK293 GLP-1R CRE-luciferase, luminescence, 4-6 h; cells express a hypersensitive GLP-1R form; Potency, µM (top dose mostly 45.6 µM), inactives show top-dose activation, most hits filed as activators; note: potency is the fitted concentration of half-maximal effect; % of control where 0% means no effect
Target sequence (P43220 whole entry, looked up): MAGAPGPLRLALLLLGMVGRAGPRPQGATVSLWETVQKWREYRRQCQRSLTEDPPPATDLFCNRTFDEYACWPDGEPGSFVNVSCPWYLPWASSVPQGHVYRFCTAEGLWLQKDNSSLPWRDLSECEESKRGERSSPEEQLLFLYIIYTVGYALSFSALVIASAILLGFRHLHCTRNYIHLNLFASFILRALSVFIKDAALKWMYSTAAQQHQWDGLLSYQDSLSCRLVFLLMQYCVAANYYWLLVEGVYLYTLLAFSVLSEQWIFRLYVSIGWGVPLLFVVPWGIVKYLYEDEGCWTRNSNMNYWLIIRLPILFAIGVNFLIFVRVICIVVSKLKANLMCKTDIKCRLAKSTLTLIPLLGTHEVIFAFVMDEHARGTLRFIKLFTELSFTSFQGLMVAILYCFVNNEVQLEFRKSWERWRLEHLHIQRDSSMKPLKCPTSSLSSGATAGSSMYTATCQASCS
PLK1 PBD inh = inhibitors of human PLK1 polo-box domain binding; P53350; Plk1 PBD binding of FITC phosphopeptide, fluorescence polarization; Potency, µM, for the others: max response, negative = inhibition, actives largely listed as inhibitors; 2.8% of 360,000 active; note: potency is the fitted concentration of half-maximal effect; series mostly up to about 57 µM; % is set by controls: 0 for no effect and ±100 for the full control effect; nearly all actives have a fitted effect of over 65% in size
GLP1R inv ag = inverse agonists of human GLP-1 receptor; P43220; HEK293 GLP-1R CRE-luciferase, luminescence, 24 h; GLP-1R form is constitutively active; Potency, µM (top dose mostly 38.3 µM), for the others: at the top dose activity change, negative = inhibition, usual class: inhibitors; 1.6% of 410,000 active; AID 624417; note: potency is the fitted concentration of half-maximal effect; % is set by controls: 0 for no effect and ±100 for the full control effect; nearly all actives have a fitted effect of over 55% in size
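HEK293 cells stably co-expressing constitutively active GLP-1R and a cAMP-responsive luciferase reporter were seeded in DMEM with 10% Nu serum, given compounds after 12 h, and incubated 24 h at 37 deg C. Luminescence was then read.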
WRN helicase inh = WRN helicase (human) inhibition. Q14191. WRN helicase unwinding, fluorescent forked duplex, kinetic. Potency, µM (series often up to 114 µM), without a hit: at the highest dose activity change, negative = inhibition, usual class: inhibitors. 0.46% of 360,000 active. AID 651768; note: potency is the fitted concentration of half-maximal effect; % is set by controls: 0 for no effect and ±100 for the full control effect; nearly all actives have a fitted effect of over 55% in size
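Kinetic fluorescence helicase assay: unwinding of a quenched forked DNA duplex (100 nM final) with 2 mM ATP final raises red fluorescence (525/598 nm). Compounds sat 15 min at room temperature with 20 nM WRN beforehand.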
PI5P4Ka inh = inhibitors of human PI5P4K alpha | PI5P4Kalpha enzyme, ADP-Glo luminescence, 60 min; active compounds read low | AID 652105 | 1.2% of 330,000 active | P48426 | max response, %; active = max response of -50% or lower; inconclusive = between -30% and -50%; inactive = -30% or higher; note: value at the top dose of about 77 µM; % is set by controls: 0 for no effect and ±100 for the full control effect
Target sequence (P48426 whole entry, looked up): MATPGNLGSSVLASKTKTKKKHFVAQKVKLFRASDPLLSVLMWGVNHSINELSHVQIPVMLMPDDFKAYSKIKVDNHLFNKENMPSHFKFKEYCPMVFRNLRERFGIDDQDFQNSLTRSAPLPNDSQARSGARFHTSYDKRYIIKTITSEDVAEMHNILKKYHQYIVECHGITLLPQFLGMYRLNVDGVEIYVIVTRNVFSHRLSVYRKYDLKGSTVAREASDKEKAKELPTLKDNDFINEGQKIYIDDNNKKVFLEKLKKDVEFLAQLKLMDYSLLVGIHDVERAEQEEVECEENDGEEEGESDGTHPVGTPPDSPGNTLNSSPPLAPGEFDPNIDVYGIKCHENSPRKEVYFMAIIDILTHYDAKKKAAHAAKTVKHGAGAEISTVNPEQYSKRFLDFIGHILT
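Controls without substrate or without enzyme flank wells where PI5P4Kalpha converts substrate using 5 microM ATP (final). Incubation lasts 60 minutes at room temperature; ADP formed is read by ADP-Glo luminescence.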
GLP1R cytotox = cytotoxic in the GLP-1 receptor inverse agonist counter-screen; AID 624418; HEK293 cAMP-luciferase reporter cells, luminescence, 24 h; Potency, µM (titrated, usually from 38.3 µM), inactives show top-dose activity change, negative = inhibition, hits mostly inhibitors; 0.13% of 410,000 active;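 note: loss of luciferase light is scored as toxicity; potency is the fitted concentration of half-maximal effect; % is set by controls: 0 for no effect and ±100 for the full control effect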
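A 23 nL compound transfer followed 12 hours of cell culture at 37 deg C; exposure then lasted 24 hr. Luciferase assay detection reagent was dispensed and plates read for luminescence after a 12 min room-temperature wait.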
The depositor's hits bear a star; ? = inconclusive; . = no result given; [ ] = another dose, or the depositor's remark. Unless noted, calls come from the whole dose curve; as a rule, active = well fitted curve in the direction sought with a large enough effect; inconclusive = small, poorly fitted or top-dose-only effect, or another doubt; inactive = no such curve, though single readings can be large; an effect the other way counts as inactive or inconclusive. Compounds were not picked by outcome; overall some 7.8% were active at least once.

The line under a structure holds: D3 antag, IL2 activator, D3 ag, GLP-1R agonist, PLK1 PBD inh, GLP1R inv ag, WRN helicase inh, PI5P4Ka inh, GLP1R cytotox
Fc1ccc(C2c3cccn3CCN2C(=S)Nc2cccc(Br)c2)cc1 (stereo not given)
→ ?, -0.9, -9, -26%, -7%, 1%[0.307 µM], -11%, 13, 0%[0.307 µM]
O=C(NCc1ccccn1)c1c(O)c2c([nH]c1=O)CCCC2
→ -26, -1.2, -7, 4%, -8%, 22%, -1%, ., 7%
COCc1cc(C)nc(N)c1C#N
→ 1, -1.2, 0, 7%, 0%, 26%, 6%, 3, -1%
Cc1ccc(OC(C)C(=O)N=Nc2c(O)[nH]c3ccc([N+](=O)[O-])cc23)cc1 (stereo not given)
→ -18, 0.0, 2, 0%, -1%, ?, 3%, -7, ?
O=C(NCCCc1ccccc1)c1cncc(Br)c1
→ 3, 12, -1, -1%, 0%, 3%, -5%[57.1 µM], 5, 2%
COC(=O)N1C(=O)[C@@](c2ccccc2)(C(C)C)N1C(=O)OC
→ -21, 2.3, -1, -4%, ?, -7%, -5%, 2, -16%
CCN1C(=O)N(CC)C2C1N(CO)C(=O)N2CO (stereo not given)
→ -9, 13, -2, 2%, -8%, -16%[7.66 µM], -3%, -13, 0%[7.66 µM]
Cc1ccc(F)c(S(=O)(=O)NC(=O)C2(C)CCN2C(=O)Cc2ccc(-c3ccccc3)cc2)c1 (stereo not given)
→ -3, 0.0, 7, -1%, -3%, -19%, -10%, 4, 7%
CCOc1ccc(C(=O)C(C)OC(=O)c2cnc(C)cn2)cc1 (stereo not given)
→ -5, 0.2, 3, -6%, -6%, 23%, 5%, 2, 5%
CC1(C(=O)NS(=O)(=O)c2cccc(F)c2)CCN1C(=O)Cc1ccccc1 (stereo not given)
→ 1, 0.5, 2, -6%, 6%, 26%, 4%[57.1 µM], 1, -1%
COc1ccc(C(Nc2ccccn2)c2c(NC(=O)c3ccco3)sc(C)c2C)cc1 (stereo not given)
→ 8, 0.0, 2, 8%, 0%, ?, -1%, -1, 2%
c1coc(CN2CN=C(Nc3nc4ccccc4s3)NC2)c1
→ 18, -1.1, 0, 1%, -2%, 5%, 6%, -2, 3%
COc1cc(/C=C2/SC(=S)N(Cc3ccccc3)C2=O)ccc1OS(C)(=O)=O
→ -17, -4.8, -7, 9%, -17%, 2%, 0%, 1, 0%
CC1(Cc2ccccc2F)C(=O)Nc2c(Cl)ccc(Cl)c21 (stereo not given)
→ 8, -0.2, 0, 9%, 2%, ?, -5%, 12, -1%
CCNC(=O)Cn1c(=O)c(=O)n(Cc2ccccc2)c2ccc(Cl)cc21
→ 0, -0.2, 3, -6%, 1%, -10%, -12%, 0, -32%
COc1ccc(CCN2C(=S)N(C)C(=O)C2CC(=O)Nc2ccc(OC)cc2)cc1 (stereo not given)
→ -20, -0.7, -6, 17%, -5%, ?, -2%, -2, 4%
O=C(Nc1ccnn1C1CCN(C/C=C/c2ccc(F)cc2)CC1)C1CCCC1
→ -7, -1.4, -8, -3%, -12%, ?, 1%, -1, -14%
CCCc1cc(=O)[nH]c(SCc2nc3ccc([N+](=O)[O-])cc3[nH]2)n1
→ -7, -2.1, 3, 3%, -12%, 7%, -21%, ?, 2%
Cc1c(C(=O)N2CCOCC2)c(S(=O)(=O)Nc2cccc(C#N)c2)c(C)n1C
→ 5, -1.0, 1, -3%, ?, 9%, 2%, -8, -1%
COc1ccc(CCNC2=C(Cl)C(=O)N(CCc3ccc(OC)c(OC)c3)C2=O)cc1OC
→ 79, 0.3, 11, 8%, 5%, 1%, -1%, 0, 57%[activator]
CCCC(NCC(=O)Nc1cc(S(=O)(=O)N2CCOCC2)ccc1OC)c1ccccc1 (stereo not given)
→ -12, -6.1, -16, 19%, 0%, ?, -16%, -1, -2%
Cc1cc(C)n2nc(C(=O)OCC(=O)c3cc(C)n(C)c3C)nc2n1
→ 6, -3.1, -1, -2%, -11%, -15%, ?, ?, 0%
O=C(CCN1CCN(c2ccccc2)CC1)NNC(=O)Cc1ccccc1Cl
→ ?, 0.3, 6, 8%, -3%, -4%, 4%, 4, -30%
CN(C)CCNc1c2c(nc3ccccc13)CCC2
→ 21, 0.1, -3, -2%, -14%, ?, -14%, -4, ?
COc1ccc(CC2S/C(=N/N=C/c3ccccc3O)NC2=O)cc1 (stereo not given)
→ -17, -0.9, -12, -1%, -13%, 2.5µM*, 10%, 4, ?
CC(=O)c1c(OC(=O)c2cccc(Cl)c2)c2ccccc2n1C
→ 7, 3.1, 5, 13%, 0%, ?, 4%, 4, 5%
O=C1CSC(c2ccccc2)N1CC(O)c1ccc([N+](=O)[O-])cc1 (stereo not given)
→ 2, -3.6, 1, 7%, -18%, 9%, -23%[57.1 µM], 0, 5%
CC1(C)Cc2c(cnn2-c2ccc(F)cc2)C(NC(=O)CCN2CCCCO2)C1 (stereo not given)
→ 25, -0.2, 1, 2%, -8%, 7%, -14%, -4, -4%
Cc1cccc(N2CCN(C(=O)CCC(=O)N3Cc4ccccc4Oc4ncccc43)CC2)c1C
→ -1, -5.3, 0, 4%, -5%, ?, -8%, 0, -14%
O=C(NCCC(=O)N(CCc1ccccc1)Cc1ccccc1)c1ccccc1Cl
→ -12, 0.6, -8, -2%, -8%, ?, -17%, 11, 5%

An excerpt of these results, with tabs:
Molecule	D3 antag	IL2 activator	D3 ag	GLP-1R agonist	PLK1 PBD inh	GLP1R inv ag	WRN helicase inh	PI5P4Ka inh	GLP1R cytotox
O=C(NCCC(=O)N(CCc1ccccc1)Cc1ccccc1)c1ccccc1Cl	-12	0.6	-8	-2%	-8%	?	-17%	11	5%
CCCC(NCC(=O)Nc1cc(S(=O)(=O)N2CCOCC2)ccc1OC)c1ccccc1 (stereo not given)	-12	-6.1	-16	19%	0%	?	-16%	-1	-2%

Following part
The line under a structure holds: D3 antag, IL2 activator, D3 ag, GLP-1R agonist, PLK1 PBD inh, GLP1R inv ag, WRN helicase inh, PI5P4Ka inh, GLP1R cytotox
CCCCCSc1nncc(=O)[nH]1
→ 24, -1.8, -5, 9%, -9%, 0%, -1%, ., 5%
Cc1ccc(S(=O)(=O)N(CC(=O)N=Nc2c(O)[nH]c3ccccc23)c2cccc(C)c2)cc1
→ -6, -0.5, -14, 0%, -16%, ?, -20%, -2, ?
C=CCn1c(SCC(=O)Nc2ccc(F)cc2F)nc2c([nH]c3ccccc32)c1=O
→ 9, -0.3, 5, -3%, -9%, 34%[activator], -12%, -8, 3%
COc1ccccc1Cc1c(C(C)(C)C)nc2cc(C)c(Br)c(C)n12
→ ?, -0.6, 4, 3%, 1%, ?, -7%, 36, 0%
CCN(CC)c1ncnc2c1ncn2[C@H]1CN(Cc2ccc(F)cc2)C[C@@H](CO)O1
→ 41, -0.5, 14, 16%, 3%, 27%, 10%, 0, 4%
c1c[nH]c(CN2CCN(Cc3ncc[nH]3)CC2)n1
→ 2, -3.3, 4, 0%, 3%, 3%, 12%, -8, -1%
CCN(CC(=O)Nc1ccccc1C(F)(F)F)C(=O)C1CCN(C(=O)Nc2ccccc2)CC1
→ 19, 1.1, 1, -6%, 2%, 20%, 6%, 0, -9%
Nc1ncnc2nc(SCCN3CCCCC3)[nH]c12
→ ?, -2.6, 4, -10%, -8%, 62%[activator], -6%, ., 35%[activator]
COc1ccc(C(=O)NCc2ccco2)cc1S(=O)(=O)N1CCOCC1
→ 4, 0.9, 2, 10%, 1%, 9%, 5%, 1, 2%
COCCN(C(=O)COC(=O)CCCOc1ccc(OC)cc1)c1c(N)n(Cc2ccccc2)c(=O)[nH]c1=O
→ 13, -1.8, 3, -2%, 0%, 20%, 14%, -2, 5%

Reprinted from the part before: two entries; new compounds follow.
The line under a structure holds: D3 antag, IL2 activator, D3 ag, GLP-1R agonist, PLK1 PBD inh, GLP1R inv ag, WRN helicase inh, PI5P4Ka inh, GLP1R cytotox
COc1ccc(C(=O)NCc2ccco2)cc1S(=O)(=O)N1CCOCC1
→ 4, 0.9, 2, 10%, 1%, 9%, 5%, 1, 2%
COCCN(C(=O)COC(=O)CCCOc1ccc(OC)cc1)c1c(N)n(Cc2ccccc2)c(=O)[nH]c1=O
→ 13, -1.8, 3, -2%, 0%, 20%, 14%, -2, 5%
CCCN1C(=O)/C(=C/c2cc(C)n(C)c2C)SC1=Nc1ccc(OC)cc1
→ 12, -0.2, 11, 5%, -7%, ?, -16%, 6, -16%
COc1ccc(-c2cc(C(=O)NCC3CCCO3)on2)cc1OC (stereo not given)
→ 13, -1.8, 3, 2%, 2%, 63%[activator], 1%, 1, -7%
CC(C)C[C@@H]1NC(=O)N(CCN2CCOCC2)C1=O
→ -26, -0.5, 12, -4%, -2%, 15%, -3%, -5, -1%
Cc1c(O)ccc2cc(S(=O)(=O)c3ccccc3)c(=O)oc12
→ 55, -0.7, 10, -1%, -30%, 4%, -4%[57.1 µM], -15, .
CC(C)OCCCNC(=O)c1ccc(CN2CCc3ccccc3C2)cc1
→ -67*, 0.0, -20, 5%, 0%, ?, -4%, -3, 3%

Three of the compounds above, with bars between the fields.
mol | D3 antag | IL2 activator | D3 ag | GLP-1R agonist | PLK1 PBD inh | GLP1R inv ag | WRN helicase inh | PI5P4Ka inh | GLP1R cytotox
CCN1C(=O)N(CC)C2C1N(CO)C(=O)N2CO (stereo not given) | -9 | 13 | -2 | 2% | -8% | -16%[7.66 µM] | -3% | -13 | 0%[7.66 µM]
Cc1ccc(F)c(S(=O)(=O)NC(=O)C2(C)CCN2C(=O)Cc2ccc(-c3ccccc3)cc2)c1 (stereo not given) | -3 | 0.0 | 7 | -1% | -3% | -19% | -10% | 4 | 7%
CCOc1ccc(C(=O)C(C)OC(=O)c2cnc(C)cn2)cc1 (stereo not given) | -5 | 0.2 | 3 | -6% | -6% | 23% | 5% | 2 | 5%
